Screens deposited in PubChem BioAssay by several laboratories.
BCLXL inh: blocks human Bcl-xL binding to Bim BH3 peptide; GST-Bcl-xL / FITC-Bim BH3 peptide fluorescence polarization; 0.7% of 320,000 active; Q07817; inhibition, % at 10.9 µM;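 active = inhibition above the mean of all tested compounds plus 3 SD, cutoff set per campaign, cut at about 30% in these data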;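 note: 0% = DMSO wells and 100% = unlabeled Bim-BH3 peptide competitor; inhibitors lower millipolarization by displacing the labeled peptide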
Target sequence (Q07817 whole entry, looked up): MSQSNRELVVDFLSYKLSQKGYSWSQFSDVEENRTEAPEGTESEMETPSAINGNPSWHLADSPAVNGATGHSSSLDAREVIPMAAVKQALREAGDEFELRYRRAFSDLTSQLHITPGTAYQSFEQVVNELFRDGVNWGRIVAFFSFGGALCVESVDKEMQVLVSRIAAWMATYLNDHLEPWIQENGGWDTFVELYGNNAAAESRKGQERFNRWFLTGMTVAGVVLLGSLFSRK
MCL1 BIM primary: MCL1-BIM-BH3 interaction inhibition (human) | inhibition, % at 10.9 µM | Q07820 | 0.68% of 320,000 active | GST-MCL1 / FITC-Bim-BH3 fluorescence polarization;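 active = inhibition above the mean inhibition of all tested compounds plus 3 SD, set per campaign, cut at about 40% in these data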;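 note: 0% = DMSO wells and 100% = unlabeled Bim-BH3 peptide control; higher means more loss of mP so more displacement of Bim peptide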
MEX-5 binding: C. elegans MEX-5 TCR-2 RNA binding activity. AID 1832. 0.38% of 300,000 active. MEX-5/FITC-TCR2 RNA binding, fluorescence polarization; hits give low values. activity score (negative = inhibition of binding), % at 10 µM;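 active = inhibition past about -25% in most replicates, and total fluorescence under double the plate's negative control median, limit read from the data; inconclusive = replicates evenly split on the limit, or fluorescence at least double controls; inactive = too little inhibition in most replicates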;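 note: 0% = DMSO and -100% = 5 µM competing unlabeled TCR2 RNA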
CIT2 TOR yeast: alters CIT2-GFP fluorescence in TOR pathway yeast screen. S. cerevisiae CIT2-GFP strain, flow cytometry, 3 h; 100 means same as DMSO wells. GFP response vs DMSO, % at 10 µM. 0.065% of 320,000 active;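 active = GFP response relative to DMSO above a set limit, near the screen mean plus 3 SD, cut at about 150% in these data; inconclusive = Fewer than 70 cells measured for a yeast strain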;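 note: ratio of well median GFP fluorescence to mean of DMSO wells on the plate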
GRK2 inh: blocks RNA aptamer binding to human GRK2; bead flow cytometry, FAM-aptamer displacement from GRK2; inhibition of aptamer binding, % at 10 µM; P25098; 0.59% of 330,000 active;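 active = inhibition of aptamer binding above 40%, roughly 3 SD of noise, on plates passing a quality check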;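 note: median bead fluorescence of bound FAM aptamer so fluorescent compounds give negative values; no value below 0 was filed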
Target sequence (P25098 whole entry, looked up): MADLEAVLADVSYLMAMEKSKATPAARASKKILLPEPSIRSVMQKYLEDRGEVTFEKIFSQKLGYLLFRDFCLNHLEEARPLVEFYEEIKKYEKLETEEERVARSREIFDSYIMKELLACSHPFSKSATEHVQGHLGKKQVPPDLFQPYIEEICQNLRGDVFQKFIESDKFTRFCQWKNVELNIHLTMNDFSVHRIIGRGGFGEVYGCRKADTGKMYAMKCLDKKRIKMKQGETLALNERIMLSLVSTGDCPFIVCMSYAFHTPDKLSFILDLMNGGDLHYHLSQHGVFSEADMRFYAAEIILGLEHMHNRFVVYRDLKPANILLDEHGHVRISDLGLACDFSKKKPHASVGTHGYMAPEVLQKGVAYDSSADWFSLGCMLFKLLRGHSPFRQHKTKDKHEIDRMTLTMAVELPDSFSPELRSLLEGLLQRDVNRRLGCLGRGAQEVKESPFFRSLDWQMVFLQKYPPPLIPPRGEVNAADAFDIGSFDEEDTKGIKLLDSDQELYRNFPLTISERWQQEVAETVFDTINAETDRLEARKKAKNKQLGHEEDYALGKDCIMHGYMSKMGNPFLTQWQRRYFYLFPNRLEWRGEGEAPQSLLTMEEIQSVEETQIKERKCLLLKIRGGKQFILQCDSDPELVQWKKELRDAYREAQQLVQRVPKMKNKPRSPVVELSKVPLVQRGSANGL
AGP1-GFP MLPCN: modulators of TOR pathway AGP1-GFP in S. cerevisiae; GFP response vs DMSO, % at 10 µM; S. cerevisiae AGP1-GFP multiplex flow cytometry, 3 h; GFP as percent of DMSO wells; 0.02% of 320,000 active;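 active = GFP response relative to DMSO above a set limit, near screen average plus 3 SD, cut at about 150% in these data; inconclusive = fewer than 70 cells counted for the yeast strain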;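 note: median GFP channel fluorescence of the gated AGP1 strain per well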
VLA-4 inh: inhibition in a human VLA-4 binding assay; VLA-4 expressing cells, ligand binding flow cytometry; P13612; 0.2% of 330,000 active; inhibition, % (about 7 µM as worked out from the volumes in the protocol); in the data active = inhibition above about 50%
GLD-1 RNA inh: GLD-1-TGE RNA interaction inhibition (C. elegans). Q17339. purified GLD-1 + fluorescein TGE RNA, fluorescence polarization. inhibition, % at 5.96 µM. 0.44% of 320,000 active. AID 2280;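 active = percent inhibition above a per-plate cutoff, the plate mean of test compounds plus 3 SD, cut at about 30% in these data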;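 note: 0% = DMSO wells with GLD-1 and probe and 100% = wells lacking GLD-1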
CR mimetic SO: caloric restriction mimetics inhibiting age-related superoxide in yeast. S. cerevisiae aged cells, superoxide DHE fluorescence; hits give low values. superoxide response (% of plate mean), % at 10 µM. 0.18% of 330,000 active. AID 2690;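 active = superoxide response under a set limit, about three screen SD below normal, cut at about 65% in these data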;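 note: yeast aged for seven days with compound at 30 °C before DHE staining; 100% = average MFI of all compound-treated wells on the plate with controls excluded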
An asterisk follows results filed as active; ? = inconclusive; / = no result given. Compounds as they come, and some 2.1% of all compounds hit somewhere here.

SMILES | BCLXL inh | MCL1 BIM primary | MEX-5 binding | CIT2 TOR yeast | GRK2 inh | AGP1-GFP MLPCN | VLA-4 inh | GLD-1 RNA inh | CR mimetic SO
Cc1cc(C(=O)N2CCCC(C(=O)c3cccc(C(F)(F)F)c3)C2)n[nH]1 (centres undefined) | 7 | 1 | -0.2 | 99 | 2 | 92 | -1 | -1 | 87
Cc1ccc(CC(=O)Nc2ccc(C(=O)N3CCOCC3)cc2)cc1 | 1 | -3 | -2.2 | 103 | 0 | 99 | 5 | -3 | 115
Cc1onc(C(=O)N2CCN(c3ccccc3)CC2)c1[N+](=O)[O-] | 27 | 6 | 0.0 | 115 | 0 | 104 | -16 | 0 | 105
Cc1ccc2c(c1)N(CC(=O)N1CCCCC1)C(=O)CO2 | -7 | -14 | 0.0 | 91 | 0 | 95 | -3 | -6 | 120
CCOc1ccc(CCNC(=O)CCS(=O)(=O)c2ccc(Cl)cc2)cc1OCC | 2 | -4 | 3.3 | 101 | 14 | 103 | 1 | -1 | 112
COc1ccc(CCNC(=O)COC(=O)Cc2ccccc2F)cc1 | / | / | / | 100 | 0 | 105 | -2 | 4 | 113
CCCOc1ccccc1N1C(=O)CC(N2CCOCC2)C1=O (centres undefined) | 8 | 10 | / | 79 | 4 | 95 | -1 | 4 | 78
CCCC(=O)Nc1ccccc1NC(=O)c1ccc2c(c1)OCO2 | 4 | 2 | 0.5 | 106 | 0 | 102 | 2 | -3 | 84
CC(CCO)Nc1nc2c(c(=O)n(C)c(=O)n2C)n1Cc1cccc(Br)c1 (centres undefined) | 21 | 18 | -12 | 100 | 0 | 113 | 15 | 7 | 104
Cc1ccc(/C=N/NC(=O)c2nnn(-c3nonc3N)c2C(C)C)o1 | 10 | 14 | 2.0 | 100 | 0 | 100 | 8 | 2 | 93
CN1C(=O)/C(=C\c2ccccc2F)Sc2ccc(C(=O)NC3CCN(Cc4ccccc4)CC3)cc21 | 5 | 5 | 1.3 | 99 | 0 | 102 | 16 | -2 | 101
CCOC(=O)C1=C(c2cccc(F)c2)NC(=S)NC1C (centres undefined) | -1 | 0 | -1.3 | 92 | 0 | 98 | 4 | 1 | 107
Cc1ccc(-c2nnn(CC(=O)N(c3ccccc3)C(C(=O)NC(C)(C)C)c3cccs3)n2)o1 (centres undefined) | 1 | 3 | 0.5 | 87 | 1 | 100 | 3 | -5 | 91
Cc1ccc(CN2CCN(Cc3ccccc3-c3ccco3)CC2CCO)o1 (centres undefined) | 1 | -4 | 2.0 | 97 | 2 | 104 | 6 | 4 | 84
Cc1ccc(C)c(N=C2CCCN2Cc2ccccc2)c1C#N | 0 | 4 | -2.4 | 63 | 4 | 75 | -8 | 4 | 86
CCOC(=O)c1ccc(Nc2ccc(-c3ccc(OC)c(OC)c3)nn2)cc1 | 9 | 9 | -0.6 | 102 | 1 | 99 | -1 | -10 | 107
COc1cccc(-c2nnc(-c3ccc(C(F)(F)F)cc3)o2)c1 | 2 | 3 | 1.1 | 99 | 0 | 102 | -11 | 4 | 93
O=C1NC(=O)/C(=C\c2cn(Cc3ccccc3F)c3ccccc23)N1 | -11 | -16 | -0.4 | 106 | 0 | 103 | -7 | -1 | 112
COc1ccccc1C1=NOC(C)(c2nnc(-c3cccc(Cl)c3)o2)C1 (centres undefined) | 6 | -2 | 0.6 | 92 | 2 | 106 | 6 | 3 | 100
Cc1cc(C(F)(F)F)cc(NNC(=O)NC(=O)c2ccc(Cl)cc2)n1 | 7 | 11 | 0.0 | 101 | 0 | 112 | -80 | 0 | 98

Brought forward from above: 4 entries, followed by the next part.
SMILES | BCLXL inh | MCL1 BIM primary | MEX-5 binding | CIT2 TOR yeast | GRK2 inh | AGP1-GFP MLPCN | VLA-4 inh | GLD-1 RNA inh | CR mimetic SO
COc1cccc(-c2nnc(-c3ccc(C(F)(F)F)cc3)o2)c1 | 2 | 3 | 1.1 | 99 | 0 | 102 | -11 | 4 | 93
O=C1NC(=O)/C(=C\c2cn(Cc3ccccc3F)c3ccccc23)N1 | -11 | -16 | -0.4 | 106 | 0 | 103 | -7 | -1 | 112
COc1ccccc1C1=NOC(C)(c2nnc(-c3cccc(Cl)c3)o2)C1 (centres undefined) | 6 | -2 | 0.6 | 92 | 2 | 106 | 6 | 3 | 100
Cc1cc(C(F)(F)F)cc(NNC(=O)NC(=O)c2ccc(Cl)cc2)n1 | 7 | 11 | 0.0 | 101 | 0 | 112 | -80 | 0 | 98
Cc1nc(SCC(=O)Nc2cc(C)on2)c2c3c(sc2n1)CCCC3 | -1 | 4 | -3.0 | 93 | 0 | 103 | -1 | -2 | 102
COc1ccc(CCNC(=O)c2cc(-c3ccccc3)c(N3CCOCC3)s2)c(OC)c1OC | 1 | -7 | 0.4 | 101 | 3 | 102 | 0 | -5 | 178
CNC(=O)COC(=O)c1ccc2c(c1)S(=O)(=O)c1ccccc1C2=O | -5 | -21 | 0.1 | 108 | 0 | 103 | 13 | 6 | 101
Cc1cc(Cl)ccc1OCCCC(=O)Nc1cccnc1 | 5 | 1 | 2.7 | 110 | 2 | 99 | 30 | 0 | 94
COc1cc2c(cc1NC(=O)C(C)N1CCN(S(=O)(=O)c3ccccc3[N+](=O)[O-])CC1)oc1ccccc12 (centres undefined) | 1 | 0 | -0.1 | 101 | 0 | 103 | 10 | 2 | 101
Cc1c(Cl)c(C(=O)NC2C3CC4CC(C3)CC2C4)nn1C (centres undefined) | 4 | 4 | -2.8 | 86 | 0 | 99 | -9 | 7 | 94
Cc1ccc(C(C(=O)NCCc2ccccc2)N(C(=O)c2csnn2)C2CC2)cc1 (centres undefined) | -4 | -10 | -3.7 | 90 | 0 | 92 | 3 | -6 | 122
CNC(=O)COC(=O)CCC(=O)c1cccs1 | 4 | 7 | -1.2 | 95 | 0 | 94 | -4 | 4 | 102
Cc1nc2ccccc2n1Cc1ccccc1Br | 4 | 4 | 2.4 | 94 | 3 | 89 | 19 | 0 | 98
CCOC(=O)/C(C#N)=C(C)/C=C1\Sc2ccccc2N1CC | 7 | 6 | ? | 108 | 0 | 101 | -1 | -147 | 111
COc1ccc([C@H]2/C=C\CN(C(=O)CC(C)(C)C)[C@@H](C)C(=O)N2Cc2ccc(F)cc2)cc1 | 9 | -4 | 0.2 | 83 | 2 | 90 | 7 | -2 | 101
N[C@@]12CCc3nonc3[C@]1(O)CC(c1ccccc1)=[N+]2[O-] | 2 | -9 | 0.9 | 93 | 0 | 102 | 10 | -7 | 97
CCCCc1nnc(SCC(=O)Nc2nccs2)n1CC | -5 | -9 | -1.0 | 101 | 0 | 99 | -3 | 0 | 95
Cc1ccc(C(=O)C2CCN(CC(=O)Nc3ccc4c(c3)OCCO4)CC2)cc1 | 5 | 4 | 0.3 | 94 | 1 | 99 | / | -1 | 101
Clc1c(-c2nnc3n2CCC3)sc2ccccc12 | 3 | 0 | 3.7 | 101 | 0 | 101 | 2 | 3 | 100
CC(Sc1nnc(-c2ccco2)n1C)C(=O)N(C)C1CCCCC1 (centres undefined) | -8 | -5 | 0.4 | 98 | 0 | 107 | -14 | -3 | 85
COc1ccc(CNC(=O)C(OC(=O)c2ccco2)c2ccc(OC)cc2)cc1 (centres undefined) | 20 | 17 | -0.2 | 106 | 0 | 105 | -3 | 19 | 109
CCOC(=O)N1CCN(S(=O)(=O)c2cc([N+](=O)[O-])ccc2C)CC1 | 4 | -3 | 2.0 | 100 | 0 | 110 | -2 | -11 | 113
CNC(=O)C1CCCN1S(=O)(=O)c1ccc(OC)cc1 (centres undefined) | -1 | -11 | -2.4 | 105 | 1 | 105 | -7 | -2 | 103
Nc1ncnc2c1ncn2[C@@H]1O[C@H](COS(=O)(=O)O)[C@@H](O)[C@H]1O | 3 | 12 | / | 107 | 8 | 99 | 2 | 0 | 98

Reprinted from the part before: 7 entries; new compounds follow.
SMILES | BCLXL inh | MCL1 BIM primary | MEX-5 binding | CIT2 TOR yeast | GRK2 inh | AGP1-GFP MLPCN | VLA-4 inh | GLD-1 RNA inh | CR mimetic SO
Cc1ccc(C(=O)C2CCN(CC(=O)Nc3ccc4c(c3)OCCO4)CC2)cc1 | 5 | 4 | 0.3 | 94 | 1 | 99 | / | -1 | 101
Clc1c(-c2nnc3n2CCC3)sc2ccccc12 | 3 | 0 | 3.7 | 101 | 0 | 101 | 2 | 3 | 100
CC(Sc1nnc(-c2ccco2)n1C)C(=O)N(C)C1CCCCC1 (centres undefined) | -8 | -5 | 0.4 | 98 | 0 | 107 | -14 | -3 | 85
COc1ccc(CNC(=O)C(OC(=O)c2ccco2)c2ccc(OC)cc2)cc1 (centres undefined) | 20 | 17 | -0.2 | 106 | 0 | 105 | -3 | 19 | 109
CCOC(=O)N1CCN(S(=O)(=O)c2cc([N+](=O)[O-])ccc2C)CC1 | 4 | -3 | 2.0 | 100 | 0 | 110 | -2 | -11 | 113
CNC(=O)C1CCCN1S(=O)(=O)c1ccc(OC)cc1 (centres undefined) | -1 | -11 | -2.4 | 105 | 1 | 105 | -7 | -2 | 103
Nc1ncnc2c1ncn2[C@@H]1O[C@H](COS(=O)(=O)O)[C@@H](O)[C@H]1O | 3 | 12 | / | 107 | 8 | 99 | 2 | 0 | 98
CC1(C)OC(=O)C2(Cc3ccccc3N3CCCCC32)C(=O)O1 (centres undefined) | 0 | -1 | -4.4 | 94 | 0 | 97 | 11 | 0 | 107
O/N=C(\c1ccc(Cl)cc1Cl)c1ncc(C(F)(F)F)cc1Cl | 4 | 3 | 4.3 | 103 | 0 | 104 | 11 | 5 | 110
COc1ccc(C(=O)OCC(=O)NC2CCCC2)cc1OC | 2 | 1 | -0.5 | 107 | 0 | 105 | 8 | -9 | 116
COc1ccc(CNC(C)(C)C)cc1Cl | 1 | -1 | -0.5 | 102 | 1 | 91 | 6 | 7 | 101
CCCCOC(=O)Nc1ccccc1C(=O)OC | 4 | 4 | 0.6 | 101 | 2 | 92 | -1 | 6 | 84
Cc1c(Cl)cccc1N1C(=O)C(N2C(=O)c3cccc([N+](=O)[O-])c3C2=O)C1c1cccs1 (centres undefined) | 1 | 7 | -1.7 | 103 | 0 | 104 | 13 | -5 | 87
COC(=O)c1c(NC(=S)Nc2ccc(CC(=O)O)cc2)sc(C)c1C | 12 | 15 | 0.4 | 98 | 2 | 95 | 0 | -2 | 99
COc1ccc2c(c1)C(NC(C)=O)C(=O)N2CCc1ccccc1 (centres undefined) | 3 | 1 | 1.4 | 100 | 0 | 109 | -2 | 7 | 103
C1CN(c2nc3nonc3nc2N2CCSCC2)CCO1 | 3 | 1 | 0.3 | 81 | 4 | 108 | -2 | -5 | 92
Cc1cc(C(F)(F)F)c(C#N)c(=O)[nH]1 | 6 | 6 | / | 116 | 1 | 111 | 4 | 5 | 84
O=C(CSc1nnc(C2CC2)n1Cc1ccccc1)N1CCN(S(=O)(=O)c2ccccc2)CC1 | -3 | -9 | 1.2 | 101 | 0 | 106 | 3 | 4 | 104
COc1ccc(-c2sc3ccccc3c2C#CCO)cc1 | 3 | 1 | -1.1 | 91 | 2 | 97 | 6 | 3 | 87
